ARNT-TACC3 inh – ARNT/TACC3 interaction disruption; Q9Y6A5; AlphaScreen His-ARNT PAS-B/GST-TACC3 binding, luminescence; TACC3 fragment carries E629A point mutation; inhibition, % at 9.99 µM; actives 0.66% (n = 390,000); AID 623870;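 active = mean inhibition of replicates at least 50% and at least half of replicates each reaching 50%; inconclusive = half or more replicates reach 50% but mean below 50%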;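 note: 0% = complete ARNT plus TACC3 wells and 100% = ARNT alone without TACC3; many hits fall short of the cut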
CASP6 VEID inh – inhibitors of human caspase-6 | P55212 | actives 0.53% (n = 350,000) | purified caspase-6, Z-VEID-R110 cleavage fluorescence | inhibition, % at 12.5 µM | AID 686996;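 active = mean inhibition across replicates at least about 35%, with every replicate also reaching that limit, limit read from the data; inconclusive = only one of the two criteria met; inactive = neither criterion met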;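 note: 0% = median of neutral control wells and 100% = no fluorescence left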
Target sequence (P55212 24-179 limits assumed): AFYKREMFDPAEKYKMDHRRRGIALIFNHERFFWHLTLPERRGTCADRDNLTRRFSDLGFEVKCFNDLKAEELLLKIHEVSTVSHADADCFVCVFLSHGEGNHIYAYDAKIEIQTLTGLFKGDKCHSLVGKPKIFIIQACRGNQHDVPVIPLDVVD
Target sequence (P55212 194-293 limits assumed): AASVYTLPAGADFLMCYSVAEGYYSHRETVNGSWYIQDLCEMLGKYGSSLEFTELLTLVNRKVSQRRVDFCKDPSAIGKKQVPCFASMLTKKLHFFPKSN
PAX8 reporter – PAX8 transcriptional activity inhibition; actives 1.2% (n = 360,000); inhibition, % at 12.6 µM; RMG-I TPO-luciferase reporter, SteadyGlo, 24 h; AID 652154;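 active = mean replicate inhibition at least 60% with every replicate also reaching 60%; inconclusive = only one of the two criteria is met; inactive = mean below 60% and not all replicates reaching 60%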;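 note: luciferase light reporting Pax8 driven TPO promoter activity; plate controls were median of neutral control wells for no effect and mitoxantrone controls for full effect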
DENV2 CPE – protects cells from dengue virus 2 cytopathic effect | DENV2-infected cells, cytopathic effect rescue, plate reader | CPE inhibition, % at 9.99 µM | actives 1.7% (n = 350,000); in the data active = CPE inhibition above about 20%, passing the limit was not always enough; inconclusive = no clear call, values can overlap the other calls; tested in BHK-21 cells;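 note: 0% = median of neutral control wells and 100% = median of positive control wells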
EWS-Fli inh – EWS/Fli transcriptional activity inhibition; A673 NR0B1-luciferase reporter, viability-normalised; inhibition, % at 12.6 µM; actives 0.67% (n = 350,000); AID 651661;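 active = mean inhibition of at least 50% after viability correction, with every replicate also passing that limit; inconclusive = mean reaches 50% but only one of two replicates passes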;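 note: firefly luciferase signal divided by Alamar Blue viability fluorescence both relative to DMSO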
SIRT5 block – sirtuin-5 (human) deacylase inhibition. Q9NXA8. actives 1.1% (n = 330,000). inhibition, % at 15 µM. AID 652115. Purified SirT5, succinyl-peptide AMC, trypsin-coupled fluorescence; in the data active = inhibition above about 15%; inconclusive = no clear call, values can overlap the other calls
Target sequence (Q9NXA8 whole entry, looked up): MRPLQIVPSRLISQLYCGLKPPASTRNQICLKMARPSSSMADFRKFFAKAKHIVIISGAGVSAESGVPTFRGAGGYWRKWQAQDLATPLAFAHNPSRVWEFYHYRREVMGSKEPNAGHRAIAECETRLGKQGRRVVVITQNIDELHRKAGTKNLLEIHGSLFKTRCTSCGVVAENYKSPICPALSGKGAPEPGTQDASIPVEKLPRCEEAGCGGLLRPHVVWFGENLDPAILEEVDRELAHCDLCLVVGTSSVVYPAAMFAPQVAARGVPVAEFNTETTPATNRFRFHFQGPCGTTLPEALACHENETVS
LGR2 antag – inhibitors of bursicon-induced Drosophila LGR2 receptor cAMP signaling. HEK293 LGR2, CRE-luciferase, bursicon-stimulated, 4 h. actives 0.35% (n = 380,000). inhibition, % at 9.99 µM;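 active = drop in luminescence signal, shown as inhibition above about 50% in the replicate tests, limit read from the data, passing the limit was not always enough; inconclusive = probably only some replicates passing the limit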;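 note: agonist challenge used bursicon conditioned medium at about half maximal strength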
Starred values were filed as active, the others as inactive; ? = inconclusive; . = no result given.

SMILES | ARNT-TACC3 inh | CASP6 VEID inh | PAX8 reporter | DENV2 CPE | EWS-Fli inh | SIRT5 block | LGR2 antag
Cc1cc(=O)oc2cc(OCC(=O)NCCN3CCOCC3)ccc12 | 5 | -2 | -25 | 11 | 8 | -2 | -3
Cc1nn(CC(=O)NCCN2CCOCC2)c(=O)c2cc3sccc3n12 | -4 | 2 | 4 | ? | . | 0 | -9
O=C(c1ccncc1)N1CCCCN2[C@H](C1)[C@H](c1ccc(-c3ccccc3)cc1)[C@@H]2CO | -12 | -4 | -8 | 6 | -14 | 2 | -3
O=C(Nc1cccc(Cl)c1)N1C[C@@H]2[C@H](c3ccccc31)[C@@H](CO)N2Cc1ccccc1Cl | 9 | -1 | 45 | -21 | -6 | 1 | -7
Cc1noc(C)c1NC(=O)Nc1ccc2c(c1)C(=O)N([C@@H](C)CO)C[C@H](C)[C@H](CN(C)S(=O)(=O)c1ccc(F)cc1)OCCCC[C@@H](C)O2 | -6 | 0 | -5 | -3 | -9 | 1 | 3
C[C@H](NC(=O)C[C@H]1CC[C@@H]2[C@H](COC[C@@H](O)CN2C(=O)Nc2ccccc2)O1)c1ccccc1 | -3 | 0 | 6 | 8 | -10 | 3 | 3
CC=Cc1ccc2n(c1=O)C[C@H]1[C@H](CO)[C@@H](C(=O)NCCC)N(CC3CCOCC3)[C@@H]21 (mixture of isomers) | 9 | 2 | . | 5 | 2 | -1 | -7
C[C@@H](c1ccccc1)N1C[C@H](COCc2ccccc2)Oc2cc(N3CCC[C@@H]3CO)ccc2S1(=O)=O | . | -4 | 15 | 0 | 5 | -3 | 2
Cc1cc(C(=O)Nc2cccc3c2O[C@@H](CN(C)C)[C@H](C)CN([C@H](C)CO)C3=O)n(C)n1 | . | 4 | -1 | -5 | -6 | . | 0
CC(CS(=O)(=O)c1ccccc1[N+](=O)[O-])N1CCOCC1 (centres undefined) | -3 | -1 | 13 | -3 | -1 | 1 | 10
CC(C)NC(=O)N(C)C[C@H]1Oc2ccc(NC(=O)CCC(F)(F)F)cc2CC(=O)N([C@H](C)CO)C[C@@H]1C | -4 | -1 | -1 | -14 | 0 | 9 | -7
O=C(CSc1nncs1)NC(=O)Nc1ccc2c(c1)OCCO2 | 3 | -2 | -145 | 3 | -112 | -2 | -48
CCC1(CC)NC(=O)N(CC(=O)OCC(=O)NC(=O)c2ccccc2)C1=O | -1 | 0 | -8 | -1 | 5 | -3 | 11
COc1ccc(S(=O)(=O)N2c3ccccc3OCC2C)cc1 (centres undefined) | 0 | -4 | 52 | -6 | 74* | 6 | -2
CC1CN(S(=O)(=O)c2cc(C(=O)NCCCN3CCCC3=O)ccc2Cl)CC(C)O1 (centres undefined) | 4 | 0 | 4 | -2 | 4 | 1 | 2
COc1cc(C(=O)NCC(c2cccs2)N2CCc3ccccc32)cc(OC)c1OC (centres undefined) | 4 | -4 | 25 | 16 | 10 | -2 | 5
COc1ccc(CN(C)C(=O)/C=C/c2ccc(S(=O)(=O)N3CCOCC3)cc2)cc1F | 2 | 2 | -6 | -1 | 10 | -3 | 11
O=C(C[C@@H]1C=C[C@@H](NC(=O)CCN2CCCCC2)[C@H](CO)O1)NCc1ccc(Cl)c(Cl)c1 | 10 | -5 | -6 | -3 | -1 | 10 | -11
O=C(NC(=S)Nc1ccccc1)c1ccc(-c2ccccc2)cc1 | -3 | 0 | -115 | -5 | -23 | -3 | -73
CC(C)NC(=O)N[C@@H]1CC[C@H](CC(=O)NCCCN(C)C)O[C@@H]1CO | -8 | 23 | 4 | -1 | -2 | 7 | 12
CN(CC(=O)Nc1ccc(F)cc1)C(=O)c1cccc(S(=O)(=O)N2CCN(c3ccc(F)cc3)CC2)c1 | -1 | 0 | 22 | 7 | 29 | -2 | 5
C[C@H]1CN([C@@H](C)CO)C(=O)Cc2cc(NC(=O)C3CCCCC3)ccc2O[C@@H]1CN(C)Cc1ccncc1 | -1 | 0 | . | 17 | 7 | . | 4
O=C(OCC(=O)c1ccc(Cl)s1)c1ccc(CO)cc1 | 1 | -1 | -21 | ? | 5 | -11 | -53
O=C(C1CCCC1)N1CC(=O)N2[C@H](CO)[C@@H](c3ccc(-c4cccnc4)cc3)[C@@H]2C1 | . | 1 | . | 12 | -6 | 6 | 1
CCCCc1nc2sc3c(=O)n(N)cnc3c2c2c1CCCC2 | . | 0 | -1 | -5 | -2 | -5 | 0

Next section; it opens with the five that closed the last part.
SMILES | ARNT-TACC3 inh | CASP6 VEID inh | PAX8 reporter | DENV2 CPE | EWS-Fli inh | SIRT5 block | LGR2 antag
CN(CC(=O)Nc1ccc(F)cc1)C(=O)c1cccc(S(=O)(=O)N2CCN(c3ccc(F)cc3)CC2)c1 | -1 | 0 | 22 | 7 | 29 | -2 | 5
C[C@H]1CN([C@@H](C)CO)C(=O)Cc2cc(NC(=O)C3CCCCC3)ccc2O[C@@H]1CN(C)Cc1ccncc1 | -1 | 0 | . | 17 | 7 | . | 4
O=C(OCC(=O)c1ccc(Cl)s1)c1ccc(CO)cc1 | 1 | -1 | -21 | ? | 5 | -11 | -53
O=C(C1CCCC1)N1CC(=O)N2[C@H](CO)[C@@H](c3ccc(-c4cccnc4)cc3)[C@@H]2C1 | . | 1 | . | 12 | -6 | 6 | 1
CCCCc1nc2sc3c(=O)n(N)cnc3c2c2c1CCCC2 | . | 0 | -1 | -5 | -2 | -5 | 0
CC(NC(=O)c1ccccc1)C(=O)N/N=C/c1ccco1 (centres undefined) | 2 | -1 | -8 | 0 | -8 | 1 | 0
O=C(c1ccc([N+](=O)[O-])cc1)N1CCN(C(=O)c2cccnc2)CC1 | -3 | -7 | -2 | 0 | 9 | 0 | -1
NC(=O)Cn1c(=O)n(C2CCCCC2)c(=O)c2c3c(sc21)CCCCC3 | -1 | 2 | 1 | 5 | 18 | -1 | -9
CCOc1ccc(Br)cc1C(=O)Nc1ccc(C(=O)NCC(C)C)cc1 | 27 | . | 14 | . | . | . | -22
Cc1noc(C)c1NC(=O)N[C@H]1CC[C@@H](CC(=O)Nc2ccccc2)O[C@H]1CO | 9 | 0 | . | -1 | 4 | 3 | -10
COc1cc(OC)cc(-c2nc(SCC(=O)Nc3ccccc3F)n[nH]2)c1 | -1 | 8 | 0 | -1 | 4 | 0 | 20
O=C(Oc1c(Br)cc([N+](=O)[O-])cc1Br)c1cccnc1 | 32 | 5 | -12 | 10 | 2 | 4 | -1
C[C@@H]1CN([C@H](C)CO)C(=O)c2ccccc2-c2ccccc2CO[C@@H]1CN(C)S(=O)(=O)c1ccsc1 | 4 | -1 | 3 | 5 | -4 | -1 | 2
COc1ccc(SCCN2CCN(CC(C)C)CCC2=O)cc1 | -3 | -10 | 5 | 16 | -9 | 1 | .
COc1ccc(CN(C)C[C@@H]2Oc3ccc(NS(=O)(=O)c4ccc(F)cc4)cc3CC(=O)N([C@@H](C)CO)C[C@H]2C)cc1 | 0 | -1 | -3 | 9 | 6 | -1 | -1
CSc1ccc(CCNC(=O)CCc2nnc3ccc(N4CCCC4)nn23)cc1 | 0 | -2 | 2 | -7 | -5 | . | -4
O=S(=O)(c1ccc2ccccc2c1)N1CCCCC1 | -1 | 1 | . | 9 | -4 | 2 | 9
C[C@H]1CN([C@@H](C)CO)C(=O)c2cc(NC(=O)c3ccncc3)ccc2O[C@@H]1CN(C)S(=O)(=O)c1cn(C)cn1 | -7 | -1 | . | 8 | 4 | 4 | 21
COc1ccc(C(=O)NCCCn2cccn2)cc1OC1CCN(C(C)=O)CC1 | -4 | -4 | 4 | 13 | 8 | 6 | 10
COc1ccc(OC)c(NC(=O)NNC(=O)c2cc3occc3[nH]2)c1 | 12 | 6 | 8 | 3 | 7 | 5 | -8
CCC(=O)N1CCN(c2ccc(NC(=O)c3ccc([N+](=O)[O-])o3)cc2)CC1 | 0 | 3 | 90* | 4 | 54* | -3 | 5
O=c1cc2ncc(-n3cc([N+](=O)[O-])cn3)cn2[nH]1 | 1 | 7 | -1 | -4 | 9 | 1 | 2
O=C(CSc1n[nH]c(-c2cccnc2)n1)Nc1ccccc1[N+](=O)[O-] | . | -5 | 18 | 9 | 7 | 0 | -2
Cc1[nH][nH]c(=O)c1C(c1ccc(Cl)cc1)c1c(C)[nH][nH]c1=O | 18* | 4 | 4 | 7 | 11 | 2 | 5
Cc1ccc2nc(-c3ccc(F)cc3)nc(SCC(=O)NCC3CCCO3)c2c1 (centres undefined) | -1 | 2 | 4 | -3 | 7 | -2 | -9
c1ccc(COc2cccc(CNCc3cccnc3)c2)cc1 | -3 | -2 | -2 | 3 | 8 | -3 | -19
O=C(CC1(O)C(=O)Nc2ccc(Br)cc21)c1ccccc1 (centres undefined) | . | 1 | 17 | -6 | 24 | -6 | -12
C[C@@H]1CN([C@H](C)CO)C(=O)Cc2cc(NC(=O)C3CCCCC3)ccc2O[C@@H]1CN(C)Cc1ccc2c(c1)OCO2 | 5 | 3 | . | -3 | 4 | 7 | -24
COC(=O)C(CC#Cc1ccc2c(c1)[C@]1(C(=O)N2)[C@H](c2ccc(OCCO)cc2)N2[C@H](c3ccccc3)[C@H](c3ccccc3)OC(=O)[C@H]2[C@@H]1C(=O)Nc1nc2ccccc2s1)C(=O)OC | . | 1 | 8 | -2 | -16 | -1 | .
O=C(Nc1ccccc1)c1cc([N+](=O)[O-])ccc1N1CCCCC1 | 1 | 0 | 13 | 4 | 10 | 0 | 2

Other structures.
SMILES | ARNT-TACC3 inh | CASP6 VEID inh | PAX8 reporter | DENV2 CPE | EWS-Fli inh | SIRT5 block | LGR2 antag
O=C(Nc1ccc(N2CCOCC2)c(Cl)c1)c1ccc(S(=O)(=O)N2CCOCC2)cc1 | . | 1 | -17 | 0 | 3 | 1 | 7
COc1ccc(C2c3[nH]c4ccccc4c3CCN2C(=O)Cc2nonc2C)c(F)c1 (centres undefined) | 3 | 2 | -62 | 0 | -44 | -1 | -69
Cc1ccc([N+](=O)[O-])cc1NC(=O)/C=C/C(=O)O | -9 | 5 | -10 | 7 | -16 | . | 3
COc1ccccc1CCC(=O)N(C)C1CCCN(Cc2ccccc2F)C1 (centres undefined) | 4 | 0 | 9 | -2 | -1 | -2 | -11
COc1ccc(CNC(=O)C[C@H]2CC[C@@H](NC(=O)CN(C)C)[C@H](CO)O2)cc1 | 3 | 0 | -2 | -2 | 4 | 1 | 10
CN(C)CCN(C(=O)c1ccc(S(=O)(=O)N2CCc3ccccc32)cc1)c1nc2ccc(F)cc2s1 | 0 | -5 | -51 | -7 | -25 | -3 | 2
C[C@@H]1CN([C@H](C)CO)C(=O)c2cc(/C=C/c3ccccc3)cnc2O[C@@H]1CN(C)Cc1ccccc1F | 3 | 1 | -9 | 3 | -2 | -2 | 1
CCNC1CCS(=O)(=O)C1 (centres undefined) | -4 | 1 | 13 | -3 | 4 | -1 | 9
COc1cccc(C#Cc2ccc([C@H]3[C@@H](CO)N4C(=O)CN(C(=O)c5ccccc5)C[C@H]34)cc2)c1 | . | -1 | -1 | 2 | 1 | 8 | 3
COc1cc(CNC(C)(C)CO)cc(Br)c1OCc1ccc(Cl)cc1Cl | 7 | -15 | 13 | 11 | 13 | . | 44
Cc1cccc(NC(=S)N2CCCC2)c1 | -3 | 0 | -2 | -15 | . | -2 | 3
COCC#Cc1ccc([C@@H]2[C@H]3CN(C(=O)Nc4ccc(F)cc4)CC(=O)N3[C@H]2CO)cc1 | . | 1 | -5 | 6 | 0 | -4 | -3
CCOC(=O)C1CCN(Cc2cccc(OC)c2)CC1 | . | 0 | . | . | -2 | -5 | -3
COc1ccc(S(=O)(=O)N2CCC(C(=O)NC3CCCCC3)CC2)cc1C | 6 | 1 | -9 | ? | 15 | -1 | -9
COCC(=O)Nc1ccc2c(c1)OC[C@H](C)N(C(=O)c1ccncc1)C[C@H](C)[C@@H](OC)CN(C)C2=O | -3 | 2 | . | -6 | -1 | -3 | 14
Oc1ccc(/C=N/N(Cc2ccccc2)c2ccccc2)cc1 | 5 | 0 | 10 | -6 | 9 | -1 | 0
Cc1ccc(S(=O)(=O)c2nnn(-c3cccc(F)c3)c2N)cc1 | -2 | 4 | 1 | 3 | 0 | -2 | -4

Outcome played no part in choosing rows; overall some 4.9% were active at least once.
